# SENP8 block-1 = blocks the human protease SENP8 | 330,000 tested, 1.2% active | Q96LD8 | purified SENP8, Z-RLRGG-aminoluciferin cleavage, luminescence | inhibition, % at 10 µM | AID 2540; in the data active means inhibition above about 50%
# SENP1 FRET inh = SENP1 (human) catalytic domain inhibition; Q9P0U3; recombinant SENP1 catalytic domain, CyPet-SUMO1-YPet FRET cleavage; inhibition, % at 10 µM; 360,000 tested, 0.21% active; AID 624204;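 active means inhibition at least 30% at 10 µM, raw YFP signal under a set limit, fluorescence ratio 0.5 to 1.5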;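 further: 0% = enzyme with DMSO and 100% = no enzyme wells; some results filed as inactive read as strong as hits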
# Target sequence (Q9P0U3 419-644 limits assumed): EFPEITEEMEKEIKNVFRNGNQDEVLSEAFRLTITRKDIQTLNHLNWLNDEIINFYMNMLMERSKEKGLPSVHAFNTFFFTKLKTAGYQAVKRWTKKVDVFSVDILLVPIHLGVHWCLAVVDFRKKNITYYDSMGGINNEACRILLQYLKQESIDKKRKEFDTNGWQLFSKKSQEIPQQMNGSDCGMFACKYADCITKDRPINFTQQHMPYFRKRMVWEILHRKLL
#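 Compound: 10 µM single point, 0.5% DMSO; Test system: hSENP1 catalytic domain, recombinant; Timing: 50 min reaction at room temperature; Technique: FRET, CFP and YFP emission; Control set: no-enzyme wells low, DMSO-plus-enzyme wells high control.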
# SENP7 inh = blocks the human protease SENP7; 330,000 tested, 1.5% active; recombinant SENP7, Z-RLRGG-aminoluciferin luminescence, 40 min; Q9BQF6; inhibition, % at 5 µM;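 active means inhibition above about 50% at the single test dose, limit read from the data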;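 further: plate controls were DMSO with enzyme for no effect and no enzyme buffer wells for full effect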
# Target sequence (Q9BQF6 706-1050 limits assumed): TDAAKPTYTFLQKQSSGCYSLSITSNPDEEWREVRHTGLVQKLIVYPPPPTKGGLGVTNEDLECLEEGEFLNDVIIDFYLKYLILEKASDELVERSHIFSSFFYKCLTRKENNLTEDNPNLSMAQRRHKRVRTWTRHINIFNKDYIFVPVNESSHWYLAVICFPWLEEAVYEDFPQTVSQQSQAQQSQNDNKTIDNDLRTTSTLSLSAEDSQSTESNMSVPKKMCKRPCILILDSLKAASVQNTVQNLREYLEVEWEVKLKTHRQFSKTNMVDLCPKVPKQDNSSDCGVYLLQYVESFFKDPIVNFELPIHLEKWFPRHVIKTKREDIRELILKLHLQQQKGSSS
# NALP3 yeast inh = NALP3 inhibition in yeast. inhibition, % at 10 µM. 330,000 tested, 0.39% active. Yeast reconstituted NLRP3/ASC/caspase-1, beta-gal luminescence, 24 h. AID 2825;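 active means inhibition of 50% or more; inactive means inhibition below 50%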;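 further: plate controls were induced DMSO wells for no effect and uninduced yeast grown without galactose for full effect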
# Apaf-1 inh = human Apaf-1 inhibition; 330,000 tested, 0.71% active; O14727; inhibition, % at 20 µM; reconstituted apoptosome caspase-3 activity, DEVD-Rh110 fluorescence; active means inhibition of at least 40% at 20 µM;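 further: plate controls were DMSO wells for no effect and DEVD-CHO caspase inhibitor wells for full effect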
#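 Material: reconstituted apoptosome with Apaf-1, cytochrome c, caspase-9, procaspase-3, dATP. Technique: Rh110 fluorescence intensity. Buffer or medium: pH 7.5 Hepes buffer with CHAPS, BSA, DTT. Times: 30 min plus 50 min, RT.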
# HKDC1 inh = inhibitors of human hexokinase HKDC1. recombinant HKDC1, G6PDH/diaphorase resazurin coupled fluorescence. inhibition, % at 20 µM. 340,000 tested, 0.16% active. AID 493160;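 active means inhibition above about 35% when tested at 20 µM, limit read from the data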;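 further: plate controls were DMSO wells with enzyme for no effect and DMSO wells lacking enzyme for full effect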
#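 System: Recombinant HKDC1 hexokinase | Amount: HKDC1 at 5 µg/mL | Reagent: Glucose with 1 mM ATP | Doses: Single 20 µM dose | Incubation: Reaction time 90 min, room temperature, protected from light | Signal: Coupled resazurin fluorescence, excitation 525 nm, emission 613 nm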
# PfG6PD inh = PfG6PD (Plasmodium falciparum) enzyme inhibition; PfGluPho enzyme, NADPH resazurin-diaphorase fluorescence; inhibition, % at 20 µM; 350,000 tested, 0.78% active; AID 504690;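 active means inhibition reaching at least a set limit at 20 µM in the primary screen, cut at about 59% in these data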;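 further: 0% = DMSO wells with substrate and 100% = DMSO wells lacking glucose-6-phosphate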
# SENP6 inh = blocks the human protease SENP6; Q9GZR1; Recombinant SENP6 catalytic domain, aminoluciferin luminescence; inhibition, % at 10 µM; 330,000 tested, 1.8% active; AID 2599;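 active means inhibition above about 50% at the single tested dose, limit read from the data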;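 further: plate controls were DMSO wells with enzyme for no effect and DMSO wells lacking enzyme for full effect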
# Target sequence (Q9GZR1 628-1112 limits assumed): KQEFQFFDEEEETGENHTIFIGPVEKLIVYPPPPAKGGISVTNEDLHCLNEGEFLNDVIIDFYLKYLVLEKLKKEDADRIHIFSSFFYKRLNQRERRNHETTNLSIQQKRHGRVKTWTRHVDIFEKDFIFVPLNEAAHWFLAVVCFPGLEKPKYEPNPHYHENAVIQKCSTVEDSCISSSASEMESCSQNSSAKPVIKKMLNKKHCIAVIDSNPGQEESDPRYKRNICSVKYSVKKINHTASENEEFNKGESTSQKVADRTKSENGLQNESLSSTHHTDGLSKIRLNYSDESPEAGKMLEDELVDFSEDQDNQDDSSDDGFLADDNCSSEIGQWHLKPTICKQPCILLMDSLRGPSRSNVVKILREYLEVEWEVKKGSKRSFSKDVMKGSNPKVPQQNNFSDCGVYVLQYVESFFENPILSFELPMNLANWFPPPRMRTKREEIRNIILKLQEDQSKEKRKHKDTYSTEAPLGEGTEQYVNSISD
# SENP8 block-2 = SENP8 (human) protease inhibition; Q96LD8; recombinant SENP8, Nedd8 substrate fluorescence; inhibition, % at 20 µM; 360,000 tested, 0.64% active; AID 602440; in the data active means inhibition mostly above about 40%, no sharp cut-off; inactive means mostly below about 27%
# * marks the source's active call; other numbers are inactive results; · = not tested or not shown.
smiles	SENP8 block-1	SENP1 FRET inh	SENP7 inh	NALP3 yeast inh	Apaf-1 inh	HKDC1 inh	PfG6PD inh	SENP6 inh	SENP8 block-2
O=C(NCc1ccccc1)C1CCCN(S(=O)(=O)c2cccc3nonc23)C1 (stereo not given)	-4	26	-4	14	6	-7	15	8	-1
O=C(Cn1nnc2ccccc21)c1ccc([N+](=O)[O-])cc1	0	1	4	-3	-10	-7	-1	3	24
COc1cccc(C(=O)C2CCCN(CC3=Cc4cc(OC)ccc4OC3)C2)c1 (stereo not given)	5	1	2	25	-10	-2	4	9	5
COc1ccccc1-c1ccc(=O)n(CC(=O)NCc2cccs2)n1	-6	0	-5	12	2	-10	2	-26	-36
COCc1c(Br)c(C)nc2sc3c(=O)[nH]nnc3c12	9	2	-10	9	14	13	21	-6	9
CC(Sc1nc2ccccc2c(=O)n1CC1CCCO1)C(=O)N(C)Cc1ccccc1 (stereo not given)	1	-1	8	4	17	3	3	-13	4
Cc1cnc(NC(=O)Nc2ccc(Cl)cc2)s1	5	0	5	18	-4	11	9	1	22
O=C(Nc1ccccc1)C1COc2ccccc2O1 (stereo not given)	7	0	19	8	-5	-6	-2	18	3
COc1cccc(NC(=O)COc2coc(CN3CCc4ccccc4C3)cc2=O)c1	9	-5	4	17	11	0	4	-1	4
CCCC(C(=O)NC1CCCCC1)N(CC1CCCO1)C(=O)CNS(=O)(=O)c1ccc(F)cc1 (stereo not given)	-16	0	-12	-12	8	-4	-3	-7	22
O=S(=O)(Nc1ccc(Cl)c(Cl)c1)N1CCOCC1	-4	3	-7	11	0	-5	-10	-11	8
Cc1[nH]n(C(N)=S)c(=O)c1N=Nc1cc(C(F)(F)F)ccc1Cl	19	4	-6	34	-4	-23	-41	-17	22
Clc1ccc(CON/C=N/c2ncnc3sccc23)c(Cl)c1	1	2	1	14	18	-1	37	5	9
CC(C)C(=O)Nc1c2c(nn1-c1ccc([N+](=O)[O-])cc1)CS(=O)(=O)C2	5	1	8	13	-7	-1	-16	1	18
C=CCNCCOc1ccc(C(C)(C)c2ccccc2)cc1	-4	4	8	29	14	6	15	-5	14
Cc1ccc(NC(=O)CSc2nnc3ccc(-c4cccnc4)nn23)cc1	-2	0	-2	16	-1	0	6	-2	-115
Cc1ccc(C(=O)NNC(=O)c2ccc(NS(=O)(=O)c3cccs3)cc2)o1	3	2	1	8	-4	-8	-10	-3	4
O=C1Nc2cc(Cl)c(Cl)cc2N(O)N1c1ccccc1	-4	0	-2	11	-15	-2	-1	4	17
Cc1ccc(S(=O)(=O)N(C(=N)N)c2nc(N(C)C)nc(N(C)C)n2)cc1	3	2	5	-7	3	·	·	-26	10
Cc1cc(NC(=O)c2cc(C)on2)no1	0	2	2	7	-10	-3	9	-9	8
CCC(=O)N1CCc2cc(S(=O)(=O)N3CCN(c4ccccc4Cl)CC3)ccc21	-1	0	0	15	2	0	1	3	16
FC(F)(F)c1cnc(COc2ccc(Cl)cc2Cl)c(Cl)c1	-5	-1	1	17	3	2	4	-10	12
C[C@@]12CCC=C[C@H]1[C@H](c1ccc3ccccc3c1Br)N(Cc1ccccc1)C2=O	-4	0	9	16	49*	16	18	-11	7
CC1=NN(c2ccc(C)cc2C)C(=O)C1C(c1ccccc1)C1C(=O)N(c2ccc(C)cc2C)N=C1C (stereo not given)	5	0	15	3	67*	0	-56	10	92*
Cc1ccccc1-n1c(C)nnc1SCC(=O)N1CC(=O)Nc2ccccc21	8	-3	5	2	-30	-6	-1	0	3
O=C(Nc1cccc(NC(=O)c2ccc(F)cc2)c1)c1ccc(F)cc1	-2	2	6	16	0	1	-11	1	10
COc1ccc(/C=C/C(=O)NC(=S)NNC(=O)c2cccnc2)cc1OC	2	-1	2	20	-8	-16	-10	-9	-36
Cc1ccc(CNC(=O)Cc2cccs2)cc1	-15	0	-6	5	7	-5	-5	-8	23
O=C(CSc1nnc(-c2ccncc2)o1)Nc1ccc(F)c(F)c1	3	1	-4	5	-11	-1	14	-16	4
Cc1ccc(CNS(=O)(=O)c2cccc3nsnc23)cc1	9	0	3	45	-12	-2	4	-5	5

# Brought forward from above: 4 compounds, then new ones.
smiles	SENP8 block-1	SENP1 FRET inh	SENP7 inh	NALP3 yeast inh	Apaf-1 inh	HKDC1 inh	PfG6PD inh	SENP6 inh	SENP8 block-2
COc1ccc(/C=C/C(=O)NC(=S)NNC(=O)c2cccnc2)cc1OC	2	-1	2	20	-8	-16	-10	-9	-36
Cc1ccc(CNC(=O)Cc2cccs2)cc1	-15	0	-6	5	7	-5	-5	-8	23
O=C(CSc1nnc(-c2ccncc2)o1)Nc1ccc(F)c(F)c1	3	1	-4	5	-11	-1	14	-16	4
Cc1ccc(CNS(=O)(=O)c2cccc3nsnc23)cc1	9	0	3	45	-12	-2	4	-5	5
COc1ccc(S(=O)(=O)N[C@@H](Cc2ccc(Cl)cc2)C(=O)N2CC[C@@]3(O)CCCC[C@H]3C2)cc1	-1	1	2	16	23	-4	-6	-3	29
COc1ccc([N+](=O)[O-])cc1NCC(=O)Nc1cc(S(=O)(=O)N2CCCCC2)ccc1C	1	9	-1	15	-4	-3	16	-8	24
COc1ccccc1-n1c(C)cc(/C=C2\C(=N)N3N=C(CC(=O)N4CCOCC4)SC3=NC2=O)c1C	7	-49	5	3	0	0	-23	11	-135
CCOc1ccc(NC(=S)Nc2ccc(Br)cc2Cl)cc1	-4	2	-6	35	-2	-1	5	2	14
Cc1cc(C(=O)CSc2ncn[nH]2)c(C)n1-c1cccc(S(=O)(=O)N2CCOCC2)c1	-8	0	-2	-6	8	-7	7	-9	10
O=C(O)c1ccccc1C(=O)NNC(=O)C(c1ccccc1)c1ccccc1	-2	1	8	4	-16	-1	2	-7	-4
O=C(Nc1ncc(Cl)cn1)c1cccs1	-11	2	-4	13	12	-3	-17	0	10
COc1ccc(S(=O)(=O)N2CCN(C(=O)NC3CCCCC3)CC2)cc1	-7	2	3	10	20	12	-24	-10	-4
CC(C)C[C@H]1CN=C(Nc2ccccc2)N1CC1CCC1	6	0	-2	8	7	-4	4	7	16
Nc1ccc(C(=O)N/N=C\C=C\c2cccc([N+](=O)[O-])c2)cc1	2	1	5	16	5	6	3	-5	17
COc1ccc(CNC2=CC(=O)CC(C)(C)C2)cc1	7	-6	-7	5	-8	-4	16	-1	13
COc1ccc(C(C(=O)NCC2CCCO2)N(C(=O)Cn2nnc3ccccc32)c2ccc(NC(C)=O)cc2)cc1 (stereo not given)	-1	0	-3	9	-3	-4	11	-20	2
CC(=O)NC1=NN(C(C)=O)C2(S1)C(=O)N(CC(C)C)c1ccc(C)cc12 (stereo not given)	0	1	5	19	7	-2	14	-23	18
CCC1Oc2ccccc2N(CC(=O)NCCCN2CCCC2)C1=O (stereo not given)	5	-2	0	6	-13	-1	11	11	12
COc1ccccc1NC(=O)COC(=O)c1c(C)nn(-c2ccccc2)c1C	95*	2	97*	15	-2	-3	11	93*	5
C#CCn1c(O)c(N=NC(=O)C(O)c2ccccc2)c2ccccc21 (stereo not given)	3	2	4	-3	-11	-7	12	11	14
Nc1ccc(-c2nc3ccccc3o2)cc1	55*	20	67*	-3	2	-1	-1	60*	-290
OC(COCc1cccs1)CN1CCN(c2cccc(Cl)c2)CC1 (stereo not given)	-5	1	3	16	7	-9	13	-33	13
O=C(Nc1ccc2c(c1)OCO2)N1CCN(c2ccc(F)cc2)CC1	3	-3	4	2	-12	-2	23	-8	11
Nc1nnc(SCC(=O)OCc2ccccc2)s1	-11	-1	-7	8	-2	0	-6	-11	17
COc1ccc(N(C)S(=O)(=O)c2cccc(C(=O)NCC3CCCCC3)c2)cc1	·	2	·	·	·	0	7	·	15
CC1(c2ccccc2)NC(=O)N(CC(=O)NNC(=O)c2ccccc2)C1=O (stereo not given)	3	0	2	10	7	0	-18	-2	6
O=S(=O)(NCC1CCCO1)c1ccc(Cl)c(C(F)(F)F)c1 (stereo not given)	-9	1	-6	8	2	-7	-1	-2	10
CC(C)=CC(=O)N1CCCC(N2CCN(c3ccccc3C)CC2)C1 (stereo not given)	18	1	-5	19	-20	-4	-12	-8	12
C=CCN1CCOc2ccc(C)cc2S1(=O)=O	·	2	·	·	·	-2	12	·	21
COc1ccc(Cc2nnc(NC(=O)Nc3ccccc3F)s2)cc1OC	1	0	-5	14	3	-1	1	0	11
NC(=O)CSc1nnc(-c2ccoc2)o1	3	-3	7	3	1	0	-13	1	23
Cc1ccc(C)c(OCc2n[nH]c(=S)o2)c1	-3	2	6	3	-10	0	-10	2	13
COC(=O)c1cccc(Oc2cccc(C(F)(F)F)c2)n1	0	-1	4	17	-2	-7	3	-4	-1
O=C(NCc1ccccc1)C(c1cccnc1)N(C(=O)c1csnn1)c1ccc(F)cc1 (stereo not given)	10	0	-7	-4	-3	-2	17	-4	12
Cc1cc(C(C)(C)C)c(O)c(C(C)(C)C)c1	4	1	4	10	-12	-3	8	4	12
COc1ccc(NC(=O)CSc2ncnc3c2sc2ccccc23)c(OC)c1	6	2	4	11	-4	-3	5	-11	19
CCOC(=O)C1(Cc2ccccc2C)CCCN(S(=O)(=O)c2cccnc2)C1 (stereo not given)	0	-3	-5	13	5	-4	9	2	3
COC(=O)C1(C)CN(S(=O)(=O)c2ccc(C)cc2)c2cc(OC)ccc2C1=O (stereo not given)	-8	2	0	1	3	-9	10	-5	-36
Cc1ccc(NC(=O)C(=O)NCc2ccc(/C=C(/C#N)C(=O)NCc3cccnc3)o2)cc1	-2	1	9	0	-13	-13	3	-4	4
C=CCSC1=C(C#N)C(c2ccccc2OCC)C(C#N)C(=O)N1 (stereo not given)	1	-6	-7	16	-26	-13	-51	14	-14
COc1cccc(C(=O)N/N=C(\C)CC(=O)Nc2ccc(N(C)C)cc2)c1	4	1	2	24	-4	-7	-39	12	20
CCOc1ccc(NC(=O)CN(C)C(=O)c2cccc(S(=O)(=O)N3CCCC3)c2)cc1OCC	-2	0	-7	18	3	-4	9	-3	4
CCc1nnc(NC(=O)CSc2nc3c([nH]c4ccccc43)c(=O)n2CCOC)s1	3	0	-6	9	1	-6	9	-5	-20
Cc1cccc(C(=O)Nc2ccccc2C(=O)OCC(=O)Nc2ccc(C#N)cc2)c1	3	-1	4	8	4	-5	25	6	-29
Cc1ccc(C2/C(=C(/O)c3cnn(-c4ccccc4)c3C)C(=O)C(=O)N2CCN2CCOCC2)o1 (stereo not given)	-4	-1	7	6	2	-1	2	-2	8

# Compound profiles, from the list above. Values in the order: SENP8 block-1, SENP1 FRET inh, SENP7 inh, NALP3 yeast inh, Apaf-1 inh, HKDC1 inh, PfG6PD inh, SENP6 inh, SENP8 block-2
# Cc1cc(C(C)(C)C)c(O)c(C(C)(C)C)c1 in the list: 4, 1, 4, 10, -12, -3, 8, 4, 12
# CCOC(=O)C1(Cc2ccccc2C)CCCN(S(=O)(=O)c2cccnc2)C1 (stereo not given) in the list: 0, -3, -5, 13, 5, -4, 9, 2, 3

# Compound activity as filed in PubChem BioAssay.
